Tau ThT inhib: tau fibrillization inhibition (ThT binding); P10636; recombinant tau K18 P301L, heparin-induced fibrillization, ThT fluorescence; Potency, µM (series often up to 57.4 µM), without a hit: at the highest dose activity, negative = inhibition, actives largely listed as inhibitors; 270,000 compounds, 2.1% hits; AID 1460; further: on the % scale 0 is the no-effect control and ±100 the full control effect; nearly all actives have a fitted effect of over 55% in size
Target sequence (P10636 561-689 P618L limits assumed): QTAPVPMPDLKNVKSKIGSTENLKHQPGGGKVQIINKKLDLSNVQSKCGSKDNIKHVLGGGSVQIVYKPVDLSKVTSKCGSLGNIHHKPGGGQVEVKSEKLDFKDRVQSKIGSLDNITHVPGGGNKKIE
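Heparin-induced fibrillization of the P301L-mutant K18 repeat-domain fragment of human tau was followed by ThT binding in quantitative high-throughput format.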
HTT aggregate: inhibitors of mutant huntingtin aggregate formation in PC12 cells. PC12 HttQ103-GFP aggregates, Acumen cytometry, 40 h. Potency, µM (top dose mostly 46.1 µM), for the others: at the top dose activity change, negative = inhibition, actives largely listed as inhibitors. 220,000 compounds, 1.1% hits. AID 1688; further: on the % scale 0 is the no-effect control and ±100 the full control effect; nearly all actives have a fitted effect of over 60% in size
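Quantitative HTS on tebufenozide-induced (100 nM) PC12 cells stably expressing polyQ103 Huntingtin exon 1–GFP. Reduction of bright GFP aggregates, detected by laser scanning cytometry after lysis, identified actives across the titration.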
HTT cytoprotect: cytoprotection in Huntington HTT-Q103 PC12 cell model; 230,000 compounds, 0.14% hits; AID 1471; PC12 HTT-Q103 induced, cytoprotection, ATP luminescence, 40 h; Potency, µM (top dose mostly 56.4 µM), for inactives: cytoprotection (ATP increase), usual class: activators;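 further: % of control where 0% means no effect; nearly all actives have a fitted effect of over 45% in size; toxic huntingtin expression switched on by the ecdysone agonist tebufenozide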
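Huntington model: PC12 line, ecdysone-inducible HTTQ103 exon1–GFP, tebufenozide 100 nM. Test articles in a dose series. Endpoint luminescence from cellular ATP.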
Tau fibril FP: tau fibrillization inhibition (FP); 280,000 compounds, 0.39% hits; K18 P301L tau heparin fibrillization, Alexa594 FP, 6 h; Potency, µM (series often up to 57.7 µM), for inactives: top-dose activity, negative = inhibition, actives largely listed as inhibitors; AID 1468; further: on the % scale 0 is the no-effect control and ±100 the full control effect; nearly all actives have a fitted effect of over 55% in size
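FP of Alexa 594-tau after heparin (20 uM) induction. Substrate: human K18 P301L, 15 uM unlabeled, 0.24 uM labeled. Buffer 100 mM sodium acetate pH 7. 6 hr, 37 C.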
JMJD2E inh: JMJD2E (human) inhibition; 230,000 compounds, 1.6% hits; B2RXH2; JMJD2E catalytic domain, FDH-coupled NADH fluorescence (FDH is formaldehyde dehydrogenase); Potency, µM (highest dose often 57.1 µM), inactives show at the highest dose activity change, negative = inhibition, actives largely listed as inhibitors; active means well fitted inhibition curve with a large enough effect, not every such curve was filed as active; inconclusive means small, poorly fitted or top-dose-only effect, or another doubt; inactive means no such curve, though single readings can be large or run the other way;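 further: 0% = wells with enzyme and -100% = buffer wells without enzyme; nearly all actives have a fitted effect of over 50% in size; many of its hits are not listed in these tables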
Target sequence (B2RXH2 1-337 limits assumed): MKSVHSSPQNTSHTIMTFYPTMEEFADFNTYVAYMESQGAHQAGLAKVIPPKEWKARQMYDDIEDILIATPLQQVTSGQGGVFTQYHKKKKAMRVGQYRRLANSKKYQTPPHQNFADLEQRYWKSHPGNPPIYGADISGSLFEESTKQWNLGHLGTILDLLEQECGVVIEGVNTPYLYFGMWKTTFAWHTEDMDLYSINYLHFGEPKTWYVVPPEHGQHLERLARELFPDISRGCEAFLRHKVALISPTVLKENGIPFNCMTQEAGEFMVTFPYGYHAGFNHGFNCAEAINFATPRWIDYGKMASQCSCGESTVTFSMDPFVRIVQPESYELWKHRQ
ALDH1A1 block: blocks purified human ALDH1A1 activity | P00352 | Purified ALDH1A1, NADH fluorescence, propionaldehyde substrate | Potency, µM (highest dose often 75.3 µM), inactives show at the highest dose activity, negative = inhibition, usual class: inhibitors | 220,000 compounds, 7.3% hits; active means well fitted inhibition curve with a large enough effect, not every such curve was filed as active; inconclusive means small, poorly fitted or top-dose-only effect, or another doubt; inactive means no such curve, though single readings can be large or run the other way;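 further: plate controls were no enzyme wells and a reference inhibitor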
Target sequence (P00352 whole entry, looked up): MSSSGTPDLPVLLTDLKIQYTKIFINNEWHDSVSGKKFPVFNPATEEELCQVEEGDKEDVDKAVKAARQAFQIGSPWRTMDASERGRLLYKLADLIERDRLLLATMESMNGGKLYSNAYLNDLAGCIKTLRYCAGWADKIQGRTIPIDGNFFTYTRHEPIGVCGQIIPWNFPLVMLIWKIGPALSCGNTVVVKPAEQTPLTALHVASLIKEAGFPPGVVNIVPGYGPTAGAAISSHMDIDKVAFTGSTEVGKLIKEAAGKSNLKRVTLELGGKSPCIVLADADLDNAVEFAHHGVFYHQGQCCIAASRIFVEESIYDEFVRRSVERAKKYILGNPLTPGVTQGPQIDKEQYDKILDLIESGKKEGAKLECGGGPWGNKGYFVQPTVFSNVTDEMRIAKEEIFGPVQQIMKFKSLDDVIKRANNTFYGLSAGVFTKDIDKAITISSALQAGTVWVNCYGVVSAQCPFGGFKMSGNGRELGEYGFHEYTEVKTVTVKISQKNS
SMN2 splice enh: increases expression of the SMN2 splice variant; HEK293 SMN2-luciferase splicing reporter, luminescence, 30-36 h; 210,000 compounds, 2.8% hits; AID 1458; Potency, µM (top dose mostly 46.1 µM), inactives show at the highest dose activity change, positive = activation, actives largely listed as activators; further: % of control where 0% means no effect; nearly all actives have a fitted effect of over 55% in size
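HEK293 cells carry an SMN2 minigene-luciferase reporter in which exon 7 inclusion puts luciferase in frame. Cells were seeded at 2000 cells/well, attached for 10-12 hours, then exposed to compounds for 30-36 hours at 37C before ONE-Glo luminescence.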
Tau fluor counter: counter-screen for tau fibril formation inhibitors. tau K18 P301L (four-repeat tau fragment) Alexa594 fluorescence, heparin fibrillization. Potency, µM (top dose mostly 57.7 µM), for inactives: at the top dose activity change, negative = decrease. 280,000 compounds, 0.93% hits. AID 1463; further: on the % scale 0 is the no-effect control and ±100 the full control effect; nearly all actives have a fitted effect of over 55% in size
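Human K18 P301L tau (15 uM unlabeled plus 0.24 uM Alexa 594-labeled, final) in 100 mM sodium acetate pH 7 was mixed with compound and 20 uM heparin and incubated 6 hr at 37 C.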
Starred values were filed as active, the others as inactive; ? = inconclusive; nt = no result given; & = joins results of further samples; [ ] = another dose, or the depositor's remark. Unless noted, the call rests on the fitted dose curve; in most records, active means well fitted curve in the direction sought with a large enough effect; inconclusive means small, poorly fitted or top-dose-only effect, or another doubt; inactive means no such curve, though single readings can be large; an effect the other way counts as inactive or inconclusive. Potency means the concentration at half of the fitted maximal effect.

Structure,Tau ThT inhib,HTT aggregate,HTT cytoprotect,Tau fibril FP,JMJD2E inh,ALDH1A1 block,SMN2 splice enh,Tau fluor counter
CN1CCN(c2nnc(-c3cccs3)c3ccccc23)CC1,0%,8%,-40%,-6%,-4%,?,-19%,-4%
CC(=O)C1=C(c2ccccc2)NC(=S)NC1c1ccc(O)c(O)c1 (stereo unspecified),-18%,?,nt,1%,22µM*,?,15%,-18%
O=C(CCCn1c(=S)[nH]c2ccsc2c1=O)Nc1ccc2c(c1)OCCO2,-15%,-9%,22%[10 µM],-3%,-10%,2%,-1%,-11%
CCOC(=O)c1sc2nc(N3CCOCC3)c3c(c2c1N)CCC3,?,4%,-11%,17%,?,?,-3%,?
Cc1nc2ccccc2nc1CN1CCC(CO)(CC2CCCCO2)CC1 (stereo unspecified),-8%,-11%,-12%,4%,0%,3%,nt,-3%
CCOC(=O)c1c(NC(=O)C2C3C=CC(C3)C2C(=O)O)sc2c1CC(C)CC2 (stereo unspecified),-10%,9%[9.22 µM],-24%,-5%,?,-2%,1%,3%
CSCCC(NC(=O)c1cccc([N+](=O)[O-])c1)C(=O)O (stereo unspecified),-5%,1%,-6%[10 µM],2%,4%,3%,-5%[1.84 µM],-3%
O=C(Cc1ccccc1)Nc1ccc(NC(=O)c2cccc(Cl)c2)cc1,0%,6%,7%[10 µM],-7%,?,4%,7%,-2%
COC(=O)c1c(NC(=O)CN2CCC3(O)CCCCC3C2c2cc(OC)ccc2OC)sc(C)c1C (stereo unspecified),?,-14%,14%[10 µM],-10%,?,?,-40%[inhibitor],-18%
COc1ccccc1[C@@H]1C(c2cccc(Cl)c2)=NN(c2ccccc2)[C@H]1C(=O)N1CCOC1=O,-7%&-6%,20%,-5%,-7%&-1%,?,?,-21%,?
CC(C)Cn1cnc2c(c1=O)c1nc3ccccc3nc1n2Cc1ccc2c(c1)OCO2,-6%,-1%,-19%,-2%,-2%,0.79µM*,0%,-11%
CCN(CC)C(=O)CSc1nc2c(sc(=S)n2CC)c(=O)n1-c1ccccc1,-16%,-14%,-14%[10 µM],-7%,-9%,?,-20%,-15%
O=C(NCc1ccccc1)C(=O)NCC1OCCN1S(=O)(=O)c1cccs1 (stereo unspecified),-4%,3%,nt,-2%,-3%,?,-4%,-12%
Cc1cccc(N=Nc2c(O)[nH]c3ccc(F)cc23)c1,?,-5%,27%,?,13%,10%,3%,?
COc1ccc(NC(=O)c2ccc([N+](=O)[O-])s2)c([N+](=O)[O-])c1,-17%,0%,-10%,1%,-6%,8%,nt,-14%
COc1ccc(OC)c(C2C(C(C)=O)=C(O)C(=O)N2c2ccc(F)cc2)c1 (stereo unspecified),-1%,-3%,-10%,-1%,-4%,?,11%,2%
O=[N+]([O-])c1cccc2ccc(/C=C/c3ccc(F)cc3)nc12,?,-4%,-2%[10 µM],-13%,-5%,?,?,?
O=C(NC1CCCCC1)c1cc(C2CC2)on1,-2%,0%[9.22 µM],13%[10 µM],2%,0%,nt,nt,-3%
c1cnc(NCCNc2ncccn2)nc1,-10%,-13%,-17%[10 µM],-3%,-8%,25%,3%,-4%
CC(=O)N1CN(S(=O)(=O)c2ccc(C)cc2)CC1C (stereo unspecified),-4%,-9%[9.22 µM],5%,4%,4%,-13%,6%,-2%
C=CC1=C2C=C(C3CC3)N(c3ccc(OC)cc3)C=C2C(=O)C(C)(OC(=O)c2ccco2)C1=O (stereo unspecified),?,nt,-15%[10 µM],2%[11.6 µM],15%[11.4 µM],10%[13.5 µM],14%[9.22 µM],-24%[11.6 µM]
CC(C)CCN1CCN(Cc2ccc(C#CCCO)cc2)CC1CCO (stereo unspecified),-5%,7%[9.22 µM],8%[10 µM],2%,-1%,0%,nt,-4%
COc1ccccc1CNC(=O)c1cc(-c2cccnc2)nc2ccccc12,-3%,-21%,10%[10 µM],-2%,-2%,?,-10%,-15%
Cc1ccccc1-n1c(SCC(=O)N2CCN(c3ccccc3)CC2)nnc1-c1ccncc1,-16%,-5%,-12%,-3%,-2%,?,-14%,-6%
CC(C(=O)N1CCN(C)CC1)N1C(=O)c2ccccc2C1=O (stereo unspecified),-7%,1%,-13%,-2%,-3%,0%,8%,-2%
COc1ccc(N2CCN(C(=O)c3ccc4c(c3)CCN4S(C)(=O)=O)CC2)cc1,2%,nt,nt,3%,nt,nt,-4%,-4%
N=c1c(S(=O)(=O)c2ccccc2)cc2c(=O)n3ccccc3nc2n1Cc1ccco1,?,-2%,-3%[10 µM],-5%,?,?,-3%,-11%
CCN1CCN(C(=O)c2ccc3c(c2)N(Cc2cc(C)ccc2C)C(=O)c2ccccc2S3=O)CC1 (stereo unspecified),1%,nt,nt,-1%,nt,nt,6%,-7%
Nn1c(SCc2cccc(C(F)(F)F)c2)nnc1-c1ccco1,-9%,25%,0%,-5%,-9%,22µM*,-3%,-12%
NNC(=O)c1ccc(CSc2nc3ccccc3[nH]2)cc1,?,19%,-32%[inhibitor],0%,15%,10µM*,21%,-8%

3 entries out of the list, sorted by count of non-hydrogen atoms, falling:
Structure,Tau ThT inhib,HTT aggregate,HTT cytoprotect,Tau fibril FP,JMJD2E inh,ALDH1A1 block,SMN2 splice enh,Tau fluor counter
N=c1c(S(=O)(=O)c2ccccc2)cc2c(=O)n3ccccc3nc2n1Cc1ccco1,?,-2%,-3%[10 µM],-5%,?,?,-3%,-11%
CCN(CC)C(=O)CSc1nc2c(sc(=S)n2CC)c(=O)n1-c1ccccc1,-16%,-14%,-14%[10 µM],-7%,-9%,?,-20%,-15%
NNC(=O)c1ccc(CSc2nc3ccccc3[nH]2)cc1,?,19%,-32%[inhibitor],0%,15%,10µM*,21%,-8%

Additional records
Structure,Tau ThT inhib,HTT aggregate,HTT cytoprotect,Tau fibril FP,JMJD2E inh,ALDH1A1 block,SMN2 splice enh,Tau fluor counter
COc1cccc(N2CN(CCc3ccccc3)CNC2=S)c1,-5%,-12%[9.22 µM],2%[10 µM],0%,-4%,9%,nt,0%
O=C(Cn1ccc(C(F)(F)F)n1)N/N=C/c1cccs1,3%,0%,nt,?,17%,12%,19%,1%
Cc1ccc(C)c(N2CCN(Cc3nnc(-c4ccccc4)o3)CC2)c1,?,nt,nt,0%,nt,nt,-9%,-17%
CC[n+]1c(C)n(-c2ccccc2)c2ccc(NC(C)=O)cc21,-2%,4µM*,-74%[inhibitor],6%,?,?,-40%[inhibitor],-1%
Cc1oncc1C(=S)Nc1ccccc1,-2%,6%,-13%,4%,9%,?,12%,-1%
CCOC(=O)Cc1csc(NC(=O)c2cccc(OC)c2)n1,-6%,29%,14%,1%,2%,9%,-3%,-1%
COc1ccccc1N1CCN(C(c2ccc(F)cc2)c2nnnn2C(C)C)CC1 (stereo unspecified),-14%,14%,22%[10 µM],9%,-8%,4%,nt,-10%
C=CCn1c(Oc2cccc(C)c2)nc2c1c(=O)n(C)c(=O)n2C,-13%,?,-57%[inhibitor],-7%,12%,1%,-24%,-10%
O=C(NCc1ccccc1)c1ccc(-c2ccc(F)cc2)o1,-1%,0%,-19%,1%,?,?,-5%,-23%
O=C(c1ccccc1)c1cc2ccc(O)cc2oc1=O,-4%,13%,-14%,4%,-26%,?,0%,5%
CCCCOc1ccc(CN=C(N)N)cc1Cl,nt,-31%[9.22 µM],9%[10 µM],-3%,3%,nt,nt,-16%
NS(=O)(=O)c1ccc(NC(=O)COC(=O)CNC(=O)C23CC4CC(CC(C4)C2)C3)cc1,2%,8%,11%,5%,6%,2%,2%,0%
CS(=O)CSc1nc2c(cc1C#N)CCCC2 (stereo unspecified),-13%,12%,5%,-6%,2%,-8%,4%,-3%
Cc1ccc(-c2nnc(SCc3ccccc3C#N)o2)cc1,-6%,nt,nt,-12%,nt,nt,2.2µM*,-17%
CCSc1nnc(NC(=O)c2cc(-c3ccccc3O)n[nH]2)s1,nt,-12%[9.22 µM],1%[10 µM],-12%,1%,nt,nt,6%
NNC(=O)C1CCCN1S(=O)(=O)c1ccc(Cl)cc1 (stereo unspecified),-2%,-23%[9.22 µM],1%[10 µM],1%,56%[activator],3%,13%,2%
CC(CN1CCN(C)CC1)OC(=O)c1ccc(Cl)cc1Cl (stereo unspecified),4%,22%,-5%,-4%,-1%,?,5%,5%
CCO[C@H]1OC(C(=O)O)=C[C@@H](C2CC2)[C@@H]1CCCO,3%,-6%[9.22 µM],25%[10 µM],2%,-15%,7%,nt,7%
CCc1c(C(=O)Nc2nnc(C3CC3)s2)csc1C,-6%,-18%,-6%[0.074 µM],1%,11%,-2%,nt,9%
CCCCCCC12CCC(C(=O)O)(CC1)CC2,-10%,0%,-5%[10 µM],-4%,-1%,4%,-10%,-3%
O=C(O)C1CCCCN1S(=O)(=O)c1cccc2nsnc12 (stereo unspecified),-1%,?,23%[10 µM],-4%,3%,-12%,17%,-6%
Brc1ccc(CSc2ncn[nH]2)cc1,1%,-10%,-19%,10%,10%,13%,4%,7%
COCc1cc(C)nc(OCC(=O)N/N=C/c2ccc(O)cc2)c1C#N,-4%,-6%,nt,10%,6%,-13%,1%,-7%
CCCn1nnc(NC(=O)c2ccc(Cl)cc2Cl)n1,-16%,-7%,-53%[inhibitor][10 µM],-5%,6%,?,88%,-17%
CC(=O)Cc1nsc(NC(=O)c2ccc(-c3ccccc3Cl)o2)n1,?,-1%,-54%[inhibitor][0.074 µM],7%,?,?,11µM*,-13%
Cc1nc(SCc2ccc(F)cc2)c([N+](=O)[O-])[nH]1,-3%,-19%,-10%[10 µM],3%,-2%,7%,7%,5%
O=C1NC(c2ccccc2)=NC1(NS(=O)(=O)c1ccc(Cl)cc1)C(F)(F)F (stereo unspecified),-9%,13%,nt,8%,4%,-2%,2%,-6%
COc1ccc(NS(=O)(=O)c2ccc(NC(C)=O)cc2)c(OC)c1,-14%,-2%[9.22 µM],8%[10 µM],6%,-1%,2%,nt,-18%
N#CCCCn1c(-c2ccccc2)noc1=O,2%,4%,14%,1%,5%,0%,1%,2%
CCCC(=O)n1nc(-c2ccc(C)cc2)nc1NCc1ccco1,-6%,-18%,-47%[inhibitor],-15%,0%,-15%,nt,-13%

Screening data deposited in PubChem BioAssay by National Center for Advancing Translational Sciences (NCATS).

These rows are one share of the data; count on the stated rates, not on these rows.
